Screening data: PubChem BioAssay, Broad Institute
Statin myotox sup: suppressors of statin myotoxicity in C2C12 myotubes, primary screen, cell-based, single point, plate reader. C2C12 myotubes + simvastatin, ATP luminescence, 48 h; scaled: DMSO 0, geranylgeraniol control 100. rescue of ATP level, % at 7.49 µM. 330,000 tested, 0.78% active;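 active = mean ATP rescue above about 67%, or every replicate alone reaching that limit, limit read from the data, passing the limit was not always enough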;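 note: myotubes were challenged with 10 µM simvastatin during compound exposure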
LGR2 antag: inhibitors of bursicon-induced LGR2 CRE-luciferase signal, primary screen, cell-based, HEK293, CRE-luciferase reporter, bursicon stimulation; AID 720647, 2013; bursicon-stimulated, 4 h; 380,000 tested, 0.35% active; inhibition, % at 9.99 µM;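 active = drop in luminescence signal, shown as inhibition above about 50% in the replicate tests, limit read from the data, passing the limit was not always enough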;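 note: agonist challenge used bursicon conditioned medium at about half maximal strength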
INS-1E GSIS act: GLuc luminescence reporter in INS-1E cells, primary screen for activators of glucose-dependent secretion of insulin. INS-1E GLuc reporter insulin secretion, 2-3 h. activation, % at 16.6 µM. 370,000 tested, 0.61% active. AID 743287, 2014;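 active = lowest replicate activation of at least 40%, so every replicate reaches that level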;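 note: 0% = median of neutral control wells and 100% = median of IBMX positive control wells; some compounds called inactive have numbers as strong as hits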
Cneo AK release: Cryptococcus neoformans cell lysis inducers, primary screen, AK release luminescence, single concentration; lysis activity, % at 15 µM; 360,000 tested, 0.2% active; AID 651654, 2012; C. neoformans lysis, adenylate kinase release luminescence, 4 h; normalised: neutral wells 0, clomiphene wells 100;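 active = mean lysis activity across replicates of at least 80%, whatever share of replicates individually reach that level; inactive = mean lysis activity below 80%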
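Material: C. neoformans cells | Amount: Yeast cell density of 5 × 10^6 cells/mL | Medium: Fresh YPD growth medium | Dosing: Single dose | Times: Static 4 h at 37 °C with compound, 1 h detection | Detection: AK luminescence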
PGC1a acetyl inh: inhibitors of PGC1a acetylation signal, primary screen, cell-based, U2OS, AlphaScreen, inhibitor mode. AlphaScreen anti-acetyl-lysine; with virally co-expressed GCN5 acetyltransferase. inhibition, % at 15.6 µM. 350,000 tested, 0.17% active. AID 651687, 2012;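 active = every replicate shows inhibition of at least 40%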;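 note: 0% = neutral control wells and 100% = positive control wells; some results beyond the cut were filed as inactive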
PAX8 reporter: inhibitors of PAX8-driven TPO luciferase reporter, primary screen, RMG-I cells, single concentration | SteadyGlo, 24 h | 360,000 tested, 1.2% active | AID 652154, 2013 | inhibition, % at 12.6 µM;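 active = mean replicate inhibition at least 60% with every replicate also reaching 60%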;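 note: luciferase light reporting Pax8 driven TPO promoter activity; plate controls were median of neutral control wells for no effect and mitoxantrone controls for full effect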
PglD inh: C. jejuni PglD acetyltransferase inhibitors, primary screen, biochemical, DTNB colorimetric, single point; inhibition, % at 12.5 µM; UDP-N-acetylbacillosamine N-acetyltransferase PglD (Campylobacter jejuni); 360,000 tested, 0.098% active; purified PglD enzyme, DTNB colorimetric CoA detection; in the data active = inhibition above about 16%, passing the limit was not always enough; note: strong numbers were not always called active
ARNT TACC3 PPI: disruptors of ARNT/TACC3 protein interaction, primary screen, biochemical, AlphaScreen, single concentration; Transforming acidic coiled-coil-containing protein 3 (Homo sapiens), Q9Y6A5; AlphaScreen His-ARNT PAS-B/GST-TACC3 binding, luminescence; TACC3 fragment carries E629A point mutation; inhibition, % at 9.99 µM; 390,000 tested, 0.66% active; AID 623870, 2012;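 active = mean inhibition of replicates at least 50% and at least half of replicates each reaching 50%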;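 note: 0% = complete ARNT plus TACC3 wells and 100% = ARNT alone without TACC3; many hits fall short of the cut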
An asterisk follows results filed as active; / = no result given.

No.	SMILES	Statin myotox sup	LGR2 antag	INS-1E GSIS act	Cneo AK release	PGC1a acetyl inh	PAX8 reporter	PglD inh	ARNT TACC3 PPI
1	CCOC(=O)NN1C(=O)c2ccccc2NC1c1ccc(OC)c(OC)c1 (stereo not drawn)	-0.5	-24.2	-6.9	-0.9	4.5	-15.6	6.6	-6.8
2	COc1cccc(N2CC(NC(=O)C(=O)c3c(C)[nH]c4ccccc34)CC2=O)c1 (stereo not drawn)	/	2.9	-22.0	/	/	10.9	/	-12.2
3	CC(C)NC(=O)C1CCN(C2CCN(C(=O)/C=C/c3cccs3)CC2)CC1	/	6.0	0.6	/	/	-11.1	/	-3.3
4	CCc1ccc(NC(=O)COc2ccc3c(c2)OCO3)cc1	/	-27.0	-5.1	0.0	-5.5	-6.8	-3.0	2.7
5	COc1ccc(CCN=C(N)NS(=O)(=O)c2ccc3ccccc3c2)cc1	/	7.9	2.0	/	/	2.6	/	1.5
6	C=CCSc1nc(N(CC)CC)c2sccc2n1	-31.1	/	/	6.1	-12.2	/	8.6	-50.1
7	COc1ccc(Br)cc1S(=O)(=O)NCc1ccccn1	2.7	/	/	-1.8	3.2	-12.2	-1.5	-6.3
8	Cc1cc(OCC(=O)Nc2cccc(S(=O)(=O)NC3=NCCCCC3)c2)ccc1Cl	/	-17.6	-31.7	3.4	/	0.9	-2.2	-6.3
9	Cc1ccc(C(=O)N/N=C/c2ccc3c(c2)OCO3)o1	/	6.5	11.7	/	3.1	-66.6	/	-2.8
10	CC(=O)Nc1c(Br)cc2c(c1Br)Cc1cc(Br)ccc1-2	-0.7	-2.4	12.4	-2.4	1.6	-0.4	-4.9	-4.4
11	Cc1nonc1C(=O)N/N=C/c1cccc(O)c1	2.5	-14.6	-1.1	1.4	2.9	-9.9	-1.4	-4.0
12	CCCc1cn(CC[C@@H]2CC[C@H](NC(=O)C3CCOCC3)[C@H](CO)O2)nn1	-1.8	18.4	5.2	3.4	-4.3	-8.6	7.2	3.8
13	Oc1c(Br)cc(Br)c(/C=N/n2c(-c3ccccc3)n[nH]c2=S)c1Br	4.0	-5.5	-31.2	2.1	9.7	18.7	-3.1	0.2
14	Cc1ccc([C@H]2C(C(=O)O)=CC[C@@H](c3ccc(C(C)C)cc3)N2S(=O)(=O)c2ccc(C)cc2)cc1	3.2	9.5	-17.8	-3.2	3.2	2.2	1.2	/
15	N#CCCN(C(=O)COC(=O)C1CCN(S(=O)(=O)c2ccc3c(c2)OCCO3)CC1)c1ccccc1	6.2	10.3	2.4	-0.9	/	-5.7	-3.4	-0.4
16	O=C(Cc1ccccc1[N+](=O)[O-])NCCc1ccc(F)cc1	9.0	3.2	8.7	-0.1	3.5	-4.4	1.2	-2.8
17	CCN(CC)CCNc1cc(C)nc2c1C(=O)C(=O)C=C2N1CCCCC1	59.9	25.8	-1.6	-5.5	30.8	73.1*	8.3	31.4
18	Nc1ccn([C@@H]2O[C@H](CNCc3cnc(N4CCOCC4)nc3)[C@@H](O)[C@H]2O)c(=O)n1	6.8	-4.8	9.5	0.9	-0.5	7.8	6.6	/
19	Oc1[nH]c2ccccc2c1N=Nc1ccccc1	/	-67.3	-8.8	6.9	-6.6	-20.2	-1.3	-0.6
20	CC1(C)C(=O)C2(CCCCC2)C(=O)OC1c1cccn1-c1ccc([N+](=O)[O-])cc1 (stereo not drawn)	/	1.0	5.3	/	/	-7.5	/	-4.1
21	COc1ccc(-c2noc(CNC(=O)CCCN3C(=O)[C@H]4CC=CC[C@H]4C3=O)n2)cc1	2.4	4.8	-2.4	0.2	-12.4	15.4	7.1	-25.2
22	O=C(C[C@@H]1CC[C@@H]2[C@H](COC[C@@H](O)CN2S(=O)(=O)c2ccccc2)O1)NCc1ccc(-c2ccccc2)cc1	-5.9	-16.5	-1.7	5.8	-7.3	11.1	0.4	4.2
23	O=C(NC(=S)Nc1ccc(N2CCCCC2)cc1)c1cccs1	/	/	/	-1.6	0.4	/	-0.1	27.3
24	O=C1CN(C(=O)COC(=O)C23CC4CC(CC(O)(C4)C2)C3)c2ccccc2N1	4.3	/	/	-3.4	-0.4	-10.1	-0.9	-0.2
25	COc1cc2c(cc1OC)CN(CC(=O)Nc1cccc([N+](=O)[O-])c1)CC2	-5.6	-18.8	-7.6	0.1	-11.0	12.6	4.8	-0.7
26	Cc1ccnc2c1ccc1c(C)ccnc12	-223.7	/	/	1.3	13.7	/	-4.1	69.6*
27	CC(CCC(=O)O)(c1ccc(O)cc1)c1ccc(O)cc1	2.6	5.3	6.8	3.4	6.3	/	1.2	/
28	O=C(N/N=C/C=C/c1ccc2c(c1)OCO2)C(O)c1ccccc1 (stereo not drawn)	12.6	3.3	-0.4	-5.4	2.4	19.3	5.6	7.2
29	C[C@@H]1CN([C@H](C)CO)C(=O)c2cc(C#Cc3ccncc3)cnc2O[C@H]1CN(C)C(=O)c1ccccc1F	13.9	19.1	-22.1	-2.1	6.2	10.9	-1.4	3.9
30	C[C@@H]1CN([C@@H](C)CO)S(=O)(=O)c2ccc(C#Cc3ccccc3)cc2O[C@@H]1CN(C)C	-8.0	8.6	-18.6	1.7	0.9	/	0.7	14.4
31	C[C@H]1CN([C@@H](C)CO)C(=O)c2cccc(NC(=O)Nc3ccc(C(F)(F)F)cc3)c2O[C@@H]1CN(C)C(=O)Nc1ccccc1	-44.4	1.4	-1.4	-14.7	-4.9	16.8	0.9	-5.4
32	CN(C)CCOc1nc(-c2ccccc2)nc2c1oc1ccccc12	34.1	-32.8	-2.8	35.8	/	/	-4.7	15.6
33	COc1ccc(NC(=O)N(C)C[C@H]2Oc3c(cccc3N(C)C)C(=O)N([C@@H](C)CO)C[C@H]2C)cc1	9.1	-6.3	3.0	49.7	25.2	-1.1	18.4	5.5
34	CCNC(=S)NCc1ccc2c(c1)OCO2	/	-14.8	-10.0	/	/	2.9	/	-33.5
35	CCCCNC(=O)c1nnn(-c2ccccc2)c1N	-10.0	/	-10.6	2.8	-3.4	/	-1.8	-17.8
36	CC1CN(C(=O)c2cn3ccccc3n2)CC(C)O1 (stereo not drawn)	-2.7	/	/	-5.2	-6.0	/	-287.6	20.5
37	CN(C)CCCNC(=O)C[C@H]1CC[C@@H]2[C@@H](COc3ccc(NC(=O)NC4CCCC4)cc3C(=O)N2C)O1	15.2	-15.2	4.4	/	8.6	3.7	/	/
38	Cn1c(=O)c2c(-c3ccccc3)n(-c3cccc(O)c3)cc2n(C)c1=O	-9.5	-2.8	-8.5	-0.7	-2.6	1.7	-3.3	/
39	CCOc1ccc(C(=O)Nc2ccc(NC(=O)c3ccco3)c(Cl)c2)cc1Br	-81.5	15.9	8.4	28.4	11.9	/	0.7	4.2
40	NC(=O)c1ccsc1NC(=O)COC(=O)c1c(F)cccc1Cl	-1.0	-50.5	-4.5	-3.8	/	-72.1	3.0	-1.6
41	CCOC(=O)c1sc(NC(=O)C2CCC2)cc1C	-2.4	-59.0	-3.3	/	2.3	-140.5	/	0.0
42	N/C(=N\OC(=O)c1ccc(Cl)cc1)c1ccccn1	-68.6	89.9*	1.7	-9.6	0.8	/	-8.6	0.2
43	Cc1ccc(Nc2nc(-c3ccc(C)cc3)c(CC(=O)O)s2)cc1	-5.3	-78.0	/	-1.5	-8.2	-79.5	-2.8	-6.5
44	CC(=O)Nc1ccc(N2C(=O)CSC2c2ccccc2[N+](=O)[O-])cc1 (stereo not drawn)	-0.7	-1.0	-6.7	2.0	/	-8.4	-2.9	-2.9
45	Cc1noc(C)c1NC(=O)N(C)C[C@H]1Oc2c(NC(=O)c3nc4ccccc4s3)cccc2C(=O)N([C@@H](C)CO)C[C@@H]1C	-9.3	18.8	1.7	-1.5	4.5	/	1.5	-5.7
46	CCOc1ccc(S(=O)(=O)NN)cc1	96.1*	/	/	10.0	-7.3	2.8	0.8	-12.6
47	S=c1[nH]c2ncccc2o1	-3.8	1.2	8.9	/	0.2	/	/	3.5
48	C[C@@H]1CN([C@H](C)CO)C(=O)c2c(c3ccccc3n2C)-c2ccccc2CO[C@@H]1CN(C)Cc1ccc(Oc2ccccc2)cc1	/	0.2	-12.6	/	-28.8	34.0	/	/
49	COc1cc(NC(=O)Nc2nnc([C@H]3C[C@H](O)[C@@H](CO)O3)s2)cc(OC)c1OC	-0.9	5.2	4.5	-0.1	8.5	-27.5	-0.5	/
50	O=CNc1ccccc1	8.0	-0.3	2.6	1.2	13.2	/	0.6	/

Filtered by structure: those above containing an aryl methoxy group
No.	SMILES	Statin myotox sup	LGR2 antag	INS-1E GSIS act	Cneo AK release	PGC1a acetyl inh	PAX8 reporter	PglD inh	ARNT TACC3 PPI
1	CCOC(=O)NN1C(=O)c2ccccc2NC1c1ccc(OC)c(OC)c1 (stereo not drawn)	-0.5	-24.2	-6.9	-0.9	4.5	-15.6	6.6	-6.8
2	COc1cccc(N2CC(NC(=O)C(=O)c3c(C)[nH]c4ccccc34)CC2=O)c1 (stereo not drawn)	/	2.9	-22.0	/	/	10.9	/	-12.2
5	COc1ccc(CCN=C(N)NS(=O)(=O)c2ccc3ccccc3c2)cc1	/	7.9	2.0	/	/	2.6	/	1.5
7	COc1ccc(Br)cc1S(=O)(=O)NCc1ccccn1	2.7	/	/	-1.8	3.2	-12.2	-1.5	-6.3
21	COc1ccc(-c2noc(CNC(=O)CCCN3C(=O)[C@H]4CC=CC[C@H]4C3=O)n2)cc1	2.4	4.8	-2.4	0.2	-12.4	15.4	7.1	-25.2
25	COc1cc2c(cc1OC)CN(CC(=O)Nc1cccc([N+](=O)[O-])c1)CC2	-5.6	-18.8	-7.6	0.1	-11.0	12.6	4.8	-0.7
33	COc1ccc(NC(=O)N(C)C[C@H]2Oc3c(cccc3N(C)C)C(=O)N([C@@H](C)CO)C[C@H]2C)cc1	9.1	-6.3	3.0	49.7	25.2	-1.1	18.4	5.5
49	COc1cc(NC(=O)Nc2nnc([C@H]3C[C@H](O)[C@@H](CO)O3)s2)cc(OC)c1OC	-0.9	5.2	4.5	-0.1	8.5	-27.5	-0.5	/
